From PubChem BioAssay
TRPC6 act – activators of mouse TRPC6 channel | AID 2550 | B-score at 10 µM | hit rate 0.13% among 310,000 | HEK293-TRPC6 membrane potential dye fluorescence; stronger effect = higher value | Q61143;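 active means B-score of the integrated fluorescence ratio above library mean plus 3 SD, and starting fluorescence ratio within library mean plus 5 SD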;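 further: higher score means more depolarization so channel activation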
Target sequence (Q61143 whole entry, looked up): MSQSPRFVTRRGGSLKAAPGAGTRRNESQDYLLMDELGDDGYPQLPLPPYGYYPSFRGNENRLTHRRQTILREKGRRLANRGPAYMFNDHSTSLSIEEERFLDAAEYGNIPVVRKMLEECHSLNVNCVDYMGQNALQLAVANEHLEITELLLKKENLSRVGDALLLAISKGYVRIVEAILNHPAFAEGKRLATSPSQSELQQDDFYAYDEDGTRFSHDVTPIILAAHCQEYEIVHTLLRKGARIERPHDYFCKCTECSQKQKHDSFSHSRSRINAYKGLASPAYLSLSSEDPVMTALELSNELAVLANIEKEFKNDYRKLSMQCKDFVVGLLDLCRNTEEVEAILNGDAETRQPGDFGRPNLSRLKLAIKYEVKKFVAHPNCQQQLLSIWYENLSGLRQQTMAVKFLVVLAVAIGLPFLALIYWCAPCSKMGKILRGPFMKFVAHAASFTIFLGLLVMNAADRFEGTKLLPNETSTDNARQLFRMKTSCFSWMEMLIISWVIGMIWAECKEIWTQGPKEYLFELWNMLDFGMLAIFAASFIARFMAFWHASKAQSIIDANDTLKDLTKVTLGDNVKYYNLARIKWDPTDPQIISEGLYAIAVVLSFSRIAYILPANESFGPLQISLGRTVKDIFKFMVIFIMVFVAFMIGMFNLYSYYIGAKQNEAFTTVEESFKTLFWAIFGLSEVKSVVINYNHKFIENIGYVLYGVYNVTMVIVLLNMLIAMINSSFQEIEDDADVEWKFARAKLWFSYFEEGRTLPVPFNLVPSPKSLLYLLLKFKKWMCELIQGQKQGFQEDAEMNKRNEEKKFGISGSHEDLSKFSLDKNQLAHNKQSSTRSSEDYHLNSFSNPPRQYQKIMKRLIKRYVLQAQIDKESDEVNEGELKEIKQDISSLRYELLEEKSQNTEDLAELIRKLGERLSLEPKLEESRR
TRPC6 inhibitor – mouse TRPC6 channel inhibition; Q61143; HEK293-TRPC6, membrane potential dye, ACh-evoked depolarization; stronger effect = lower value; B-score at 10 µM; hit rate 1.1% among 310,000;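 active means B-score under library mean minus 3 SD, initial fluorescence not abnormally high, positive integrated signal ratio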;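 further: B-score derived from integrated fluorescence ratio over the kinetic read; more negative B-score means stronger inhibition of depolarization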
RGS4 pot – potentiators or activators of RGS4. hit rate 0.92% among 310,000. B-score at 10 µM. HEK293 M3R/inducible RGS4, carbachol calcium flux Fluo4; stronger effect = lower value. AID 463111;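 active means B-score of the integrated calcium signal more than 4 SD below the library mean, with starting fluorescence not abnormally high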;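 further: negative B-score means reduced calcium response which marks RGS4 activation or potentiation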
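Also added: carbachol at ECmax as muscarinic agonist stimulus; Assay system: HEK293 cells with stable M3R and inducible RGS4; Timing: overnight RGS4 induction, 30 min dye load 37 °C, 20 min compound RT; Measured by: Fluo4-AM (2 µM) calcium-flux fluorescence, kinetic read.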
ANO1 block – blocks the mouse calcium-activated chloride channel TMEM16A; Q8BHY3; HEK293 TMEM16A/YFP iodide influx fluorescence, ionomycin; normalized B-score (activity score, 25-100; higher = stronger inhibition) at 10 µM; hit rate 1.2% among 310,000; AID 588511;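 active means ratio plate-corrected score three or more library SD toward inhibition, starting fluorescence score within five deviations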;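 further: score derived from kinetic fluorescence span divided by baseline fluorescence per well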
HDAC3 inh – blocks human histone deacetylase 3; hit rate 0.15% among 320,000; inhibition, % at 8.3 µM; recombinant HDAC3, fluorogenic peptide/trypsin coupled, fluorescence; AID 2718; in the data active means inhibition above about 26%, passing the limit was not always enough; inconclusive means no clear call, values can overlap the other calls
TMEM16A act – mouse TMEM16A channel activation, primary screen. Q8BHY3. B-score at 10 µM. HEK293 TMEM16A/YFP-H148Q/I152L, iodide quench fluorescence; stronger effect = lower value. hit rate 0.3% among 340,000;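 active means fluorescence-ratio B-score plate-corrected deviation score at least 3 library SD below zero, with starting fluorescence score within 5 deviations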;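 further: channel opened by trigger with iodide after compound preincubation; score built on the fluorescence ratio of max minus min over baseline; more negative score means more quench and so TMEM16A activation or potentiation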
MrgX1 ag – human MrgX1 receptor agonism, primary screen; MrgX1-HEK293 cells, Fluo-4 calcium fluorescence, agonist mode; stronger effect = higher value; hit rate 0.44% among 310,000; B-score at 10 µM; AID 588627;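 active means calcium response B-score plate-corrected fluorescence ratio at least 3 library SD, with starting fluorescence B-score inside 5 SD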
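Test system: Stable human MrgX1 HEK293 cell line | Schedule: Overnight plating before 1 h dye loading | Read-out basis: Baseline-normalised fluorescence change ratio, B-scored | Detection: Kinetic calcium dye fluorescence, Fluo-4 NW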
MrgX1 PAM – human MrgX1 positive allosteric modulation, primary screen; hit rate 0.63% among 310,000; B-score at 10 µM; Q96LB2; MrgX1-HEK293, Fluo-4 calcium flux, FDSS; stronger effect = higher value;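 active means plate-corrected calcium response at least 3 library SD above typical, normal starting fluorescence, not activating the receptor alone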;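 further: compound read alongside a low EC10 to EC30 dose of BAM8-22 agonist; peak minus trough fluorescence over baseline measured at the second addition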
RGS4 block – inhibitors of human RGS4; B-score at 10 µM; HEK293 M3R/RGS4 inducible, Fluo-4 calcium flux; stronger effect = higher value; triggered by carbachol at its EC20; hit rate 0.45% among 310,000;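 active means B-score, a plate-corrected calcium signal, over three deviations above library mean, with baseline fluorescence within five deviations of library mean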;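 further: RGS4 expression induced by doxycycline in cells with stable M3 receptor; B-score is computed from the integrated fluorescence ratio over baseline after carbachol; higher B-score means a larger calcium signal and so more RGS4 inhibition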
Target sequence (P49798 whole entry, looked up): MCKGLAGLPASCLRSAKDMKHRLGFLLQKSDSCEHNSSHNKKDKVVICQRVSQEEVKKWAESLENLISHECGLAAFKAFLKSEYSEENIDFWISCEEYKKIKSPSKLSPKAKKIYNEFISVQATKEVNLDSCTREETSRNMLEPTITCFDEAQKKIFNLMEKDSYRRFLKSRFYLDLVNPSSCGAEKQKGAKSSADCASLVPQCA
SKKanGAS inh – inhibitors of SKKanGAS S. pyogenes growth in kanamycin (SK-promoter or general growth effect); BacTiter-Glo, 6 h; inhibition, % at 7.5 µM; hit rate 1.3% among 300,000; AID 1662;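 active means mean replicate score, as percent of positive control median, at least 50; inconclusive means mean below 50 but one replicate at or above 50; inactive means mean and every replicate below 50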;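 further: strain carries kanamycin resistance gene driven by streptokinase promoter and grows in 40 µg/ml kanamycin; loss of luminescence reflects streptokinase promoter inhibition or plain growth inhibition; 0% = median of DMSO wells and 100% = positive control at its reference dose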
MrgX1 antag – human MrgX1 receptor antagonism, primary screen; hit rate 1.3% among 310,000; B-score at 10 µM; MRGX1-HEK293 calcium flux, Fluo-4, BAM8-22 antagonism; stronger effect = lower value;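 active means calcium-response B-score plate-corrected more than 3 library SD below zero, starting fluorescence within 5 deviations, no agonist response on first addition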;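 further: peak minus trough fluorescence over baseline after final BAM8-22 challenge near maximal dose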
* marks the source's active call; other numbers are inactive results; i = inactive; ? = inconclusive; . = no result given.

SMILES	TRPC6 act	TRPC6 inhibitor	RGS4 pot	ANO1 block	HDAC3 inh	TMEM16A act	MrgX1 ag	MrgX1 PAM	RGS4 block	SKKanGAS inh	MrgX1 antag
O=C(CSc1nnc(CNC(=O)c2ccc(F)cc2)o1)NCC1CCCO1 (stereo unspecified)	i	i	i	i	-2.4	i	i	i	i	23.8	i
Cc1ccc(-c2nnc(SCC(=O)N/N=C/c3ccc(C)s3)n2-c2ccccc2)cc1	i	i	i	i	-1.4	i	i	i	i	12.1	i
CCn1c(=O)c(C(=O)NCCNCCO)c(O)c2ccccc21	i	i	i	i	0.0	i	i	i	i	-5.2	i
Nc1nc(SCC(=O)NCCO)nc2sc3c(c12)CCCC3	i	i	i	i	-5.6	i	i	i	i	2.3	i
CC(C)(C)c1nc2c(s1)CCc1onc(-c3ccc(Br)cc3)c1-2	i	i	i	i	-2.2	i	i	i	i	10.6	i
O=C(Nc1cc(=O)[nH]c(=O)[nH]1)c1cc(Cl)ccc1Cl	i	i	i	i	0.7	i	i	i	i	-2.8	i
Cc1cc(Br)c2nc3c(c(C(=O)O)c2c1)CCCCC3	i	i	i	i	3.2	i	i	i	i	12.6	i
CC(C)(C)c1ccccc1NC(=S)NCc1ccccc1	i	i	i	i	0.0	i	i	i	i	3.5	i
S=C(NCCN1CCOCC1)Nc1ccc(-c2nc3ccccc3[nH]2)cc1	i	i	i	i	2.4	i	i	i	i	-0.6	i
CCCCNC(=O)N1CCCN(c2ccc(C#N)cn2)CC1	i	i	i	i	-0.9	i	i	i	i	-1.6	i
CCOC(=O)N1CCN(S(=O)(=O)c2cccc3nsnc23)CC1	i	i	i	i	0.2	i	i	i	i	5.6	i
CC(C)[C@H](NS(=O)(=O)c1ccccc1)C(=O)OCC(=O)NC(=O)c1cccn1C	i	i	i	i	-3.3	i	i	i	i	-0.4	i
Cc1ccccc1/C=C/C(=O)NCC(=O)N1CCC(N(C)C2CCCCC2C)CC1 (stereo unspecified)	i	i	i	i	2.7	i	i	i	i	4.3	i
COc1ccc(N=Cc2nc(-c3ccco3)oc2O)cc1	i	i	i	i	7.5	i	i	i	i	-2.9	i
Cn1nc(C(=O)NC2CCCCC2)c2c1-c1ccccc1S(=O)(=O)C2	i	i	i	i	-2.4	i	i	i	i	-11.2	i
COc1ccc(CC2NCCC3=CC(=O)CCC32)cc1O (stereo unspecified)	i	i	i	i	-6.8	i	i	i	i	-1.5	i
Clc1ccc(Cn2nnc(-c3ccc(N4CCOCC4)cc3)n2)cc1	i	i	i	i	-0.5	i	i	i	i	-5.5	i
CCOC(=O)c1oc2cc(O)ccc2c(=O)c1-c1ccc(OC)cc1	i	i	i	i	0.8	i	i	i	i	7.3	i
CCc1ccc(NC2=NCC(=O)N2c2ccc3c(c2)OCCO3)cc1	i	i	i	i	6.5	i	i	i	i	-1.4	i
Cc1nonc1NC(=O)CSc1nc(C23CC4CC(CC(C4)C2)C3)nc2ccccc12	i	i	i	i	1.7	i	i	i	i	24.5	i
Cc1ccc(Cn2c(Sc3nccc(C)n3)nc3c2c(=O)[nH]c(=O)n3C)cc1	i	i	i	i	.	i	i	i	i	-1.9	i
COc1cccc(NC(=O)c2cnsn2)c1	i	i	i	i	?	i	i	i	i	4.6	i
C/C=C/c1ccc(OCCCCOc2c(OC)cccc2OC)c(OC)c1	i	i	i	i	15.1	i	i	i	i	-8.6	i
O=C(NCc1ccccc1)c1onc(CSc2ccc(Cl)cc2)c1C(=O)NCC1CC1	i	i	i	i	-10.6	i	i	i	i	25.8	i
C=CCn1c(CCC)nc2ccccc21	i	i	i	i	-0.2	i	i	i	i	-3.5	i
CCN(CC)C(=O)COc1coc(CN2CCN(c3ccccc3F)CC2)cc1=O	i	i	i	i	-9.5	i	i	i	i	-2.5	i
Cc1ccccc1NC(=O)NCC1CCN(C(=O)OC(C)(C)C)CC1	i	i	i	i	4.3	i	i	i	i	0.7	i
CCOc1cc(-c2cc(-c3ccccc3)nc(N)c2C#N)ccc1O	i	i	i	i	9.5	i	i	i	i	-5.6	i
O=C(NCc1cccnc1)c1cccc(S(=O)(=O)N2CCCCC2)c1	i	i	i	i	-7.9	i	i	i	i	1.1	i
COc1cc(NC(=O)c2ccccc2Cl)c2ncccc2c1	i	i	i	i	-2.6	i	i	i	i	4.9	i
Cc1nc(N2CCN(c3ccccc3)CC2)[nH]c(=O)c1Cc1cccc2ccccc12	i	i	i	i	-8.9	.	i	i	i	-0.3	i
COc1cccc2cc(C(=O)N3CCN(C(=O)c4ccccc4)CC3)c(=O)oc12	i	i	i	i	2.9	i	i	i	i	-7.7	i
CSc1ccccc1OCc1cc(C(=O)N2CCC[C@H]2C(N)=O)no1	i	i	i	i	-1.4	i	i	i	i	-3.5	i
O=C(NCCc1c[nH]c2ccccc12)C1CCN(S(=O)(=O)c2ccc(F)cc2)CC1	i	i	i	i	-3.7	i	i	i	i	-1.9	i
CCCOc1ccccc1NC(=O)c1ccc(N)cc1	i	i	i	i	-1.2	i	i	i	i	-11.4	i
CCc1ccc(NC(=O)c2ccc3c(c2)C(=O)N(Cc2ccco2)C3=O)cc1	i	i	i	i	7.6	i	i	i	i	0.8	i
Cc1ccc(NC(=O)CSc2nc3c(c(=O)[nH]2)CCC3)c(C)c1	i	i	i	i	-5.6	i	i	i	i	2.0	i
Cc1cc(C)c(OCCOCCN2CCNCC2)c(C)c1	i	i	i	i	1.9	i	i	i	i	1.5	i
CCc1ccc(CN(C)C(=O)c2cc(COc3cccc4cnccc34)on2)cc1	i	i	i	100*	-0.8	i	i	i	i	7.8	i
COc1ccc(-n2ncc(C(=O)N3CCN(c4ccc(F)cc4)CC3)c2C)cc1	i	i	i	i	-0.2	i	i	i	i	-7.7	i
Cn1c(SCC(=O)N2c3ccccc3Sc3ccc(Cl)cc32)nnc1-c1ccco1	.	.	.	i	5.0	i	i	i	.	.	i
CCc1ccc(C(=O)Nc2nc3ccccc3[nH]2)cc1	i	i	i	i	-2.1	i	i	i	i	63.0*	i
Cc1ccccc1OCc1nnc(SCc2nc3ccccc3c(=O)[nH]2)n1C	i	i	i	i	-8.9	i	i	i	i	18.7	i
Cc1onc(-c2ccccc2Cl)c1C(=O)NCC(=O)O	i	i	i	i	4.1	i	i	i	i	-1.2	i
COCc1cc(C)nc(NCCc2ccccc2)c1C#N	i	i	i	i	-49.8	i	i	i	i	0.3	i
O=C(NC(=S)Nc1cccc2cc(O)ccc12)c1ccco1	i	i	i	i	0.6	i	i	i	i	-3.4	i
Cc1ccc(-c2nc3ncccc3o2)cc1NC(=O)c1cccs1	i	i	i	i	5.1	i	i	i	i	-5.1	i
COc1c(Cl)cc(C(=O)Nc2ccc(Cl)cn2)cc1Cl	i	i	i	i	-0.3	i	i	i	i	-10.5	i
COc1ccc(N(CC(=O)NCc2ccco2)S(=O)(=O)c2ccccc2)cc1	i	i	i	i	-0.8	i	i	i	i	-1.1	i
COc1ccc(C(C)N2CC34C=CC(O3)C(C(=O)OCC(C)C)C4C2=O)cc1 (stereo unspecified)	i	i	i	.	.	.	.	.	i	-2.2	.
CC(=O)Nc1cccc(NC(=O)CCN2C(=O)c3ccccc3S2(=O)=O)c1	i	i	i	i	-3.2	i	i	i	i	-0.2	i
CC(=O)c1ccc(OCCCC(=O)NC(C)c2ccc(S(N)(=O)=O)cc2)cc1 (stereo unspecified)	i	i	i	i	-5.5	i	i	6.64*	i	-4.9	i
Cc1ccc[n+](Cc2ccc([N+](=O)[O-])cc2)c1	i	i	i	i	-2.9	i	i	i	i	8.0	i
Cn1ccnc1SCc1cn2cc(Br)ccc2n1	i	i	i	i	3.8	i	i	i	i	-3.2	i
CCOC(=O)C1=C(CN2CC(C)CC(C)C2)NC(=O)NC1c1ccc2c(c1)OCO2 (stereo unspecified)	i	i	i	i	1.7	i	i	i	i	16.6	i
NC(=O)c1ccc(NCc2ccco2)c([N+](=O)[O-])c1	i	i	i	i	1.0	i	i	i	i	-3.2	i
Cc1ccc(CNC(=O)C(=O)NCC2OCCCN2S(=O)(=O)c2ccc(F)cc2)cc1 (stereo unspecified)	i	i	i	i	1.7	i	i	i	i	0.3	i
Cc1cccc(NC(=O)c2cnn(C)c2)c1C	i	i	i	i	0.0	i	i	i	i	-1.7	i
Cc1ccccc1NC(=O)N1CCCN(c2ccc(C#N)cn2)CC1	i	i	i	i	3.1	i	i	i	i	2.2	i
CCOc1ccccc1N1CCN(C(=O)c2ccc3[nH]c(C)c(C)c3c2)CC1	i	i	i	i	-3.5	i	i	i	i	28.4	i
(listing goes on)
SMILES	TRPC6 act	TRPC6 inhibitor	RGS4 pot	ANO1 block	HDAC3 inh	TMEM16A act	MrgX1 ag	MrgX1 PAM	RGS4 block	SKKanGAS inh	MrgX1 antag
O=C(Nc1ccc2c(c1)nc1n2CCSC1)c1ccco1	i	i	i	i	10.0	i	i	i	i	-3.8	i
CC(C)CCOc1ccc(Cl)cc1CN1CCOCC1	i	i	i	i	-0.9	i	i	i	i	5.5	i
COc1ccc2c(c1)c(C(=O)OCCN(C)C)c(C)n2C	i	i	i	i	1.0	i	i	i	i	-1.3	i
CCCn1c(SCc2ccc(Cl)cc2)nc2c1c(=O)[nH]c(=O)n2C	i	i	i	i	4.2	i	i	i	i	9.8	i
OC1(c2cccs2)CN(c2ccccc2)C2=[N+]1CCCC2 (stereo unspecified)	i	i	i	i	-2.5	i	i	i	i	-0.9	i
COc1ccc(N2C(=O)CC(NNC(=O)c3cc(C)oc3C)C2=O)cc1 (stereo unspecified)	i	i	i	i	-1.0	i	i	i	i	-2.5	i
CCOc1cc(C(=S)N2CCOCC2)ccc1OS(=O)(=O)c1ccc(OC)cc1	i	i	i	i	1.5	i	i	i	i	-1.6	i
CC(C)Oc1cc(S(=O)(=O)N2CCCCC2)ccc1N	i	i	i	i	-2.3	i	i	i	i	1.4	i
CCCN1CCC(=O)N([C@H](COc2ccccc2)CC(C)C)CC1	i	i	i	i	17.3	i	i	i	i	-1.9	i
CN(C)CCCN(C(=O)c1ccc(S(=O)(=O)N2CCc3ccccc3C2)cc1)c1nc2ccc(F)cc2s1	i	i	i	i	.	i	i	i	i	17.7	i
COc1ccc(C(CNC(=O)C(CC(C)C)NS(=O)(=O)c2ccc(C)cc2)N2CCOCC2)cc1 (stereo unspecified)	i	i	i	i	-8.4	i	i	i	i	-13.0	i
